hiPSC survival: enhancers of human iPSC single-cell survival. hiPSC single-cell survival, ATPlite luminescence; 100% = ROCK inhibitor wells, 0% = DMSO. survival enhancement, % at 20 µM. hit rate 0.044% among 360,000. AID 602274; in the data active means survival enhancement above about 18%;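 further: cells exposed to compounds for 16 hours before the ATP read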
TRPM1 prom inh: MITF TRPM1 promoter inhibition in SK-MEL-5 cells | SK-MEL-5 TRPM1 promoter luciferase, 24 h | inhibition, % at 12.5 µM | hit rate 0.83% among 330,000 | AID 488899;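 active means mean inhibition across replicates of 60% or more, whatever share of single replicates reaches that level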; further: values of inactives mirror those of a sister screen read the other way
Vif inh: blocks HIV Vif function; inhibition, % at 7.49 µM; HEK293T cells, Vif self-association by quenched fluorescence, imaging, 24 h; hit rate 0.35% among 340,000; in the data active means inhibition above about 50%, passing the limit was not always enough; further: some results filed as inactive read as strong as hits
PDI inh: blocks human protein disulfide isomerase activity. PDI insulin aggregation turbidity, A650, 90 min. inhibition, % at 10 µM. hit rate 0.052% among 350,000. AID 588391;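 active means mean inhibition across replicates of 30% or more, whatever share of single replicates reach that level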;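 further: absorbance from insulin aggregation driven by PDI reduction with DTT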
Target sequence (P07237 whole entry, looked up): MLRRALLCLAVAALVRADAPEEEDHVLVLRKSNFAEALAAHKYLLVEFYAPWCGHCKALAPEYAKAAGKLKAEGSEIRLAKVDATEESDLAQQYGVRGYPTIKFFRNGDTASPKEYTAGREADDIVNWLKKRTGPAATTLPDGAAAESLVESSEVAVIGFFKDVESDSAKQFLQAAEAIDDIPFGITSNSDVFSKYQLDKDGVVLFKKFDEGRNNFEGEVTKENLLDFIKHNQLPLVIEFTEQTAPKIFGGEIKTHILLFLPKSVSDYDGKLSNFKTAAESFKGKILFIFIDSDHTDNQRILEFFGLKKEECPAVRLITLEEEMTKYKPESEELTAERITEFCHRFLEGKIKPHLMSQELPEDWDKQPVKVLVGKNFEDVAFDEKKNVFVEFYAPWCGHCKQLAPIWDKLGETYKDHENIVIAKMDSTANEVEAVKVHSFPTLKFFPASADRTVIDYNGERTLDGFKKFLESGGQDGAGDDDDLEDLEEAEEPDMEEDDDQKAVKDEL
NR2E3 ag-1: agonists of human NR2E3 nuclear receptor | Q9Y5X4 | CHO-S Gal4-NCOR/VP16-NR2E3 two-hybrid, luciferase | inhibition of corepressor binding, % at 3.98 µM | hit rate 0.35% among 360,000 | AID 602229;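 active means inhibition above the mean of all tested compounds plus 3 SD, cut at about 70% in these data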;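 further: 0% = DMSO with NR2E3 transfected cells and 100% = cells lacking NR2E3 construct; higher means lower luciferase signal from less NR2E3 corepressor binding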
Target sequence (Q9Y5X4 whole entry, looked up, the tested form may be a part): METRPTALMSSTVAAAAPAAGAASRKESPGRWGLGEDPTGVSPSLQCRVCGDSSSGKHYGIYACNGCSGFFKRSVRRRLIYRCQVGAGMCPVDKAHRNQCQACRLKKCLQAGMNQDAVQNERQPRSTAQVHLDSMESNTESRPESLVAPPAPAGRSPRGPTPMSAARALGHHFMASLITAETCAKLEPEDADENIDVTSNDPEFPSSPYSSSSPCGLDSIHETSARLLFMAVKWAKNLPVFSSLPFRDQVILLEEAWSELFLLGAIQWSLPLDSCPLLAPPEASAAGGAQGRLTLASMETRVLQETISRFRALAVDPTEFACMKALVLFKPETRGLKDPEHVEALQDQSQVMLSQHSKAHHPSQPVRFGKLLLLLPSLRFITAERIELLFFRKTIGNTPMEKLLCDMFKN
NR2E3 ag-2: agonists of human nuclear receptor NR2E3; Q9Y5X4; GST-NR2E3/biotin-RetCOR TR-FRET, 1536-well; inhibition of corepressor binding, % at 4.78 µM; hit rate 0.12% among 320,000; AID 2300;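 active means percent inhibition above the cutoff of mean plus 3 SD of all tested compounds, set per screening campaign, cut at about 20% in these data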;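 further: 0% = DMSO wells and 100% = biotin wells as full block of FRET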
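Format: 1536-well format; test system: GST-NR2E3 and biotin-RetCOR proteins; read-out basis: percent inhibition of TR-FRET ratio; timing: 5 h incubation at 4 °C; detection: time-resolved FRET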
HIF-2a block: blocks HIF-2a reporter activity | 786-0 RCC cells HIF-2a reporter, luciferase luminescence, overnight | hit rate 0.72% among 360,000 | inhibition, % at 18.8 µM;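 active means inhibition of the luminescence signal of 40% or more relative to plate controls, in a single-dose primary screen at 18.75 µM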
Peg3 prom inh: reduces Peg3 promoter-driven luciferase expression in HeLa | inhibition, % at 20 µM | HeLa PEG-Prom luciferase reporter, luminescence, overnight | AID 588405 | hit rate 1.7% among 360,000;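 active means inhibition of at least 50% at 20 µM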
aDG glyco act: alpha-DG glycosylation activation; activation, % at 10 µM; Pro5-aDG cells, alpha-DG glycosylation AlphaScreen (IIH6); 0% Pro5, 100% B10-LARGE cell signal; hit rate 0.22% among 360,000;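 active means activation of at least 8% versus controls, or a plate z-score of at least 8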;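 further: Pro5 are CHO cells carrying HIG-tagged alpha-DG that lacks glycosylation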
CaV13 FRET inh: Primary screen for inhibitors of IQ motif and Ca2+-dependent inactivation inhibitor domain binding in CACNA1D, Förster resonance energy transfer in living cells, …; HEK cells, CFP/YFP FRET ICDI-IQ, plate reader, 10 min; percent FRET-ratio fall versus neutral wells; inhibition, % at 12.3 µM; hit rate 0.098% among 340,000; AID 743397;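 active means mean replicate inhibition of at least 30% and at least 1% of replicates passing that level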;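 further: 0% = median of the neutral control wells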
Exocytosis inh: lytic granule exocytosis inhibition; TALL-104 LAMP-1 surface exposure, flow cytometry; cells stimulated with thapsigargin and PMA; inhibition, % at 10 µM; hit rate 0.66% among 360,000;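 active means inhibition above about 55%, limit read from the data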
* marks the source's active call; other numbers are inactive results; x = no result given.

nr | Compound | hiPSC survival | TRPM1 prom inh | Vif inh | PDI inh | NR2E3 ag-1 | NR2E3 ag-2 | HIF-2a block | Peg3 prom inh | aDG glyco act | CaV13 FRET inh | Exocytosis inh
1 | Cc1cccc(OCCSc2nc3c([nH]2)c(=N)ncn3Cc2ccccc2)c1 | -1.2 | 10 | -1 | 4 | -18 | -3 | -9 | -18 | 0.2 | x | -2
2 | O=C(NC(=S)Nc1ccccc1Br)C1CC1 | -0.1 | -4 | x | 1 | -17 | -1 | -67 | -49 | -0.2 | -3 | -11
3 | Clc1ccccc1OCCCCn1ccnc1 | -4.2 | 0 | 15 | -18 | -1 | -1 | -6 | 3 | 0.2 | x | 1
4 | CC(C)c1ccc(/C=N/N2CCCCC2)cc1 | -0.4 | -98 | -2 | 1 | -15 | -1 | -121 | -256 | -0.1 | -6 | -3
5 | Cc1ccc2c(c1)C(=O)N1[C@H]3c4cc(Cl)ccc4OC[C@@H]3[C@H](c3ccccc3)[C@]1(C)C(=O)N2 | 1.4 | 7 | -7 | -2 | -10 | x | 20 | 26 | -0.1 | -6 | 0
6 | O=C(c1cccc(S(=O)(=O)N2CCCCC2)c1)N1CCN(Cc2ccccc2)CC1 | 0.2 | 10 | -1 | 3 | 15 | 0 | 1 | 34 | 0.2 | -6 | -2
7 | COCCN1C(=O)C(C(=O)OC)CC2=C1CC(C)(C)CC2=O (stereo unspecified) | -1.0 | -14 | 1 | 15 | -34 | x | 9 | -1 | -0.1 | -6 | -1
8 | CCCn1c(N)c(N(CCOC)C(=O)c2ccccc2)c(=O)[nH]c1=O | -0.5 | 4 | 0 | 15 | -11 | 3 | 17 | 4 | 0.0 | -4 | -12
9 | O=C(NC(NC(=S)Nc1ccc(Cl)c(Cl)c1)C(Cl)(Cl)Cl)c1ccco1 (stereo unspecified) | -2.1 | 9 | 7 | 0 | -8 | -3 | 9 | 36 | 0.1 | x | 6
10 | CC(=O)Nc1ccc(OCCCNC(=O)c2c(-c3ccccc3)noc2C)cc1 | -0.1 | 10 | -6 | -8 | 44 | -1 | 14 | 11 | 0.1 | -5 | -5
11 | COc1ccc(CN2CCNC(=O)C2CC(=O)N(C)Cc2ccon2)c(OC)c1 (stereo unspecified) | -0.8 | 7 | 4 | 4 | 6 | 3 | 7 | -14 | 0.2 | 5 | 6
12 | COC(=O)[C@]12CCCCC=C1N(Cc1ccc(Cl)cc1Cl)C(=O)[C@H](CC(=O)NCC13CC4CC(CC(C4)C1)C3)C2 | 0.2 | x | x | x | 0 | x | 7 | x | 0.3 | -5 | -9
13 | Cc1cc(C(=O)O/N=C(\N)c2ccc(C(C)(C)C)cc2)no1 | -0.6 | x | -6 | 13 | -35 | 6 | -286 | -361 | 0.0 | -2 | -12
14 | COc1ccc(S(=O)(=O)NC2CCCCC2)cc1-n1cnnn1 | 0.3 | -8 | 7 | 2 | 8 | 1 | -5 | 22 | 0.0 | -5 | 2
15 | O=C(CSc1nnc(-c2ccncc2)n1-c1ccc(Cl)cc1)NCc1cccs1 | 3.4 | -1 | 4 | -12 | -23 | 4 | 8 | 3 | 0.0 | -4 | 4
16 | Cc1nc(C)c(C(=O)N2CCCC(C(=O)c3cc(F)ccc3F)C2)s1 (stereo unspecified) | 0.5 | -6 | -7 | 5 | -3 | 0 | 7 | 4 | 0.3 | -6 | 0
17 | COc1ccc(N/C(N)=N/c2nc(CSc3nnc(C)s3)cc(=O)[nH]2)cc1 | 2.9 | 21 | 16 | -4 | -44 | 4 | 14 | 14 | 0.1 | 1 | -2
18 | CN1C(=O)/C(=C/c2ccc(OCc3ccccc3F)cc2)NC1=S | -0.4 | -1 | -2 | -5 | -15 | 1 | -15 | 4 | 0.3 | -7 | -7
19 | CC(C)Cn1c(N)c(C(=O)COC(=O)[C@@H]2CCCN2C(=O)c2cccs2)c(=O)n(C)c1=O | -1.3 | -3 | 6 | 0 | -22 | 5 | 5 | 7 | 0.1 | -1 | -1
20 | CC(C)C[C@H]1CNC(=S)N1CC1CCCN1C[C@H](Cc1ccc(O)cc1)N1C[C@H](Cc2ccccc2)N(CC2CCCCC2)C1=S (stereo partly specified) | -4.0 | 30 | -16 | 4 | -11 | x | -4 | -25 | 1.0 | -4 | 12
21 | COc1ccc(-n2c(SCCC#N)nnc2-c2cc(Cl)ccc2OC)cc1Cl | 3.1 | 5 | -1 | 15 | -88 | 2 | -8 | 30 | 0.0 | -4 | -1
22 | Cc1ccc(S(=O)(=O)N2CCCCC2C(=O)O)s1 (stereo unspecified) | -0.9 | -17 | 3 | 5 | 10 | 4 | 14 | 2 | 0.5 | -4 | -2
23 | O=C(O)CC(SCC(=O)Nc1ccc(Cl)c(S(=O)(=O)N2CCOCC2)c1)C(=O)O (stereo unspecified) | 1.0 | -7 | 5 | 3 | -15 | -1 | 10 | -2 | 0.0 | -5 | -5
24 | O=C(COc1ccc(F)cc1)Nc1c(C(=O)N2CCC(N3CCCCC3)CC2)oc2ccccc12 | -0.4 | -25 | -2 | 0 | 0 | -3 | -8 | -10 | -0.5 | -3 | -1
25 | C=CCn1c(=O)c2c(C)c(C)sc2n2c(Nc3ccc(OC)cc3)nnc12 | 7.2 | -2 | -27 | -3 | 5 | -9 | 12 | 18 | 0.6 | 0 | -1
26 | Oc1[nH]c2ccccc2c1C=Nc1ccccc1 | -0.5 | -87 | -5 | 1 | -107 | -1 | -274 | -236 | 0.2 | -15 | 2
27 | Fc1ccc(-n2cc(-c3ccccc3)c3c(=S)nc[nH]c32)cc1 | 0.7 | -3 | -4 | -8 | -10 | 3 | 15 | 27 | 0.1 | -5 | 12
28 | NC(=O)CC(NC(=O)c1ccc(Br)cc1)c1ccc(N2CCCCCCC2)c([N+](=O)[O-])c1 (stereo unspecified) | -1.6 | -34 | -1 | 7 | 18 | 2 | -7 | 21 | -0.3 | -3 | -19
29 | CCOc1cc(/C=N/O)cc(Br)c1OC | -0.1 | -18 | 0 | 6 | -13 | 1 | -19 | -17 | 0.0 | x | 1
30 | COc1ccc(S(=O)(=O)N2CCC(C(=O)Nc3cc(Cl)ccc3N3CCOCC3)CC2)cc1OC | 0.0 | 7 | -10 | 1 | -20 | -2 | 12 | 12 | 1.4 | -6 | -10

Further records.
nr | Compound | hiPSC survival | TRPM1 prom inh | Vif inh | PDI inh | NR2E3 ag-1 | NR2E3 ag-2 | HIF-2a block | Peg3 prom inh | aDG glyco act | CaV13 FRET inh | Exocytosis inh
31 | COC(=O)c1cc(NS(=O)(=O)c2ccc(N3CCC(C)CC3)c([N+](=O)[O-])c2)cc(C(=O)OC)c1 | 3.3 | -15 | 10 | 6 | 13 | 0 | 2 | 9 | -0.3 | -2 | -3
32 | CS(=O)(=O)NCc1ccc(C(=O)NC2CCCCC2)cc1 | 2.9 | 5 | 3 | -1 | 3 | 1 | -15 | -6 | -0.2 | -5 | 1
33 | Cc1cccc(OCc2nnc(SCC(=O)NC3CCCC3)n2C)c1 | 0.9 | -1 | 28 | 16 | -10 | -68 | 13 | 6 | -0.2 | -3 | -12
34 | COc1ccc(C2CC(c3cccs3)=NN2C(=O)COC(=O)C2CCCCC2)cc1OC (stereo unspecified) | -0.1 | -1 | -9 | 6 | -50 | 4 | 4 | 3 | 0.1 | -3 | 2
35 | COCC(=O)N1CCC(n2nnc3cc(F)ccc32)CC1 | -1.0 | -3 | 7 | -5 | -5 | -4 | 7 | 2 | -0.1 | -5 | -2
36 | CCc1ccc(N2C(=O)C3CCCN3C2=S)cc1 (stereo unspecified) | -0.4 | -1 | x | -6 | -40 | -2 | -31 | -28 | -0.1 | -4 | -3
37 | COCCn1c(=O)[nH]c(=O)c2cc(C(=O)c3cc(OC)ccc3O)cnc21 | -0.5 | 2 | -2 | 11 | -27 | -1 | 5 | 1 | -0.3 | -3 | 1
38 | O=[N+]([O-])c1ccc(O)c(C=Nc2ccc3nc(-c4ccccc4)[nH]c3c2)c1 | -3.3 | -22 | -10 | -7 | -79 | -8 | -166 | -256 | -0.1 | -14 | 6
39 | C=CCSc1nnc(CNS(=O)(=O)c2ccc(C)cc2)n1C | 0.1 | -4 | x | 9 | 8 | 5 | 10 | 12 | -0.2 | x | 3
40 | CN(C)c1cccc(C(=O)N2CCCC(CCC(=O)NCc3ccccc3F)C2)c1 (stereo unspecified) | -0.1 | -2 | -2 | -5 | -29 | 1 | -61 | -13 | -0.1 | -2 | 6
41 | COc1cc(C[C@@H]2C(=O)OC[C@H]2Cc2ccc(OC)c(OC)c2)ccc1O | 0.8 | 33 | -4 | 7 | 87* | 1 | 10 | 4 | 4.8 | -10 | 0
42 | COc1cccc(OCC(=O)NN=C2c3ccccc3-c3ccccc32)c1 | 6.5 | -17 | 11 | -8 | 24 | 2 | -41 | -10 | -0.1 | -3 | -2
43 | C/C(=N\NC(=O)c1cccc(C)c1O)c1ccc(NC(=O)Cc2ccccc2)cc1 | -0.4 | -89 | x | 3 | -20 | -1 | -137 | -86 | 0.3 | x | -2
44 | COc1cccc(NC(=O)CN(C)C(=O)/C=C/c2ccc3ccccc3n2)c1 | -0.4 | 13 | -2 | -7 | 15 | 7 | 0 | 22 | 0.0 | -2 | -3
45 | O=C(COC(=O)c1cccc(S(=O)(=O)N2CCCCC2)c1)NCc1ccccc1 | -0.3 | 5 | 17 | 7 | 9 | x | 8 | 5 | -0.1 | -6 | 4
46 | Cc1cc(N=Cc2c(O)ccc3cc(Br)ccc23)no1 | -0.6 | 13 | -1 | 7 | 9 | 16 | 26 | 16 | -0.3 | -4 | -1
47 | CCC(C(=O)O)n1nnc(-c2ccc(-c3ccc(OC)cc3)cc2)n1 (stereo unspecified) | -1.1 | -5 | 5 | -6 | -62 | 2 | -82 | -30 | -0.2 | x | -2
48 | O=C(Cc1ccccc1F)Nc1cc(S(=O)(=O)N2CCCCC2)ccc1N1CCOCC1 | -3.2 | x | x | 1 | -26 | x | 7 | 5 | -0.2 | -10 | 3
49 | COCCCNC(=O)[C@H](CSCc1ccccc1)N1Cc2ccccc2C1=O | -0.3 | 6 | -4 | 4 | -18 | 4 | -8 | -24 | 0.1 | -2 | -2
50 | COC(=O)c1cc(OC)c(OC)cc1N=CC1=C(O)CC(C)(C)CC1=O | -0.7 | -7 | 9 | 0 | -11 | 4 | 0 | -9 | 0.2 | 0 | 2
51 | COc1ccc(OC)c(NC(=O)CN2C(=O)NC(C)(c3ccc4c(c3)OCCO4)C2=O)c1 (stereo unspecified) | 1.9 | 0 | 18 | 10 | -1 | 5 | 1 | 17 | 0.3 | -6 | 1
52 | NCCCC[C@@H]1NC(=O)c2cc([N+](=O)[O-])cc(F)c2NCCCC[C@@H](C(N)=O)NC(=O)[C@H](CCC(N)=O)NC1=O | 1.8 | -4 | 0 | 0 | 15 | 0 | -4 | 0 | 0.1 | -7 | 5

Some of the entries so far, with two lines to a compound:
Results follow in this order: hiPSC survival	TRPM1 prom inh	Vif inh	PDI inh	NR2E3 ag-1	NR2E3 ag-2	HIF-2a block	Peg3 prom inh	aDG glyco act	CaV13 FRET inh	Exocytosis inh
27) Fc1ccc(-n2cc(-c3ccccc3)c3c(=S)nc[nH]c32)cc1
  0.7	-3	-4	-8	-10	3	15	27	0.1	-5	12
28) NC(=O)CC(NC(=O)c1ccc(Br)cc1)c1ccc(N2CCCCCCC2)c([N+](=O)[O-])c1 (stereo unspecified)
  -1.6	-34	-1	7	18	2	-7	21	-0.3	-3	-19
